# Screening data as filed in PubChem.
# FBW7 activator: FBW7 E3 ligase activators, primary screen, biochemical, AlphaScreen, human | hit rate 0.13% among 650,000 | AlphaScreen FBW7–phospho-cyclin E peptide binding, activator screen | F-box/WD repeat-containing protein 7 (Homo sapiens), Q969H0 | AID 1259310, 2017 | normalized activity (activation), % at 26.1 µM; in the data active means normalized activity above about 1.9%;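 further: purified mutant Fbw7 with reduced substrate affinity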
# TEAD-YAP block: TEAD-YAP interaction inhibition, primary screen, TEAD-YAP interaction inhibitor project, luminescence, HEK-TIYL cells | TEAD-Gal4/YAP UAS-luciferase luminescence | inhibition, % at 9.12 µM | hit rate 1.4% among 640,000; in the data active means inhibition above about 32%;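 further: 0% = median of test compound wells and 100% = reference inhibitor wells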
# MITF inh: MITF inhibitors, primary screen, biochemical, AlphaScreen, human. Microphthalmia-associated transcription factor (Homo sapiens), O75030. AlphaScreen MITF homodimerization, bead proximity signal. inhibition, % at 2.6 µM. hit rate 0.91% among 650,000. AID 1259374, 2018; in the data active means inhibition above about 50%;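 further: 0% = vehicle wells with protein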
# Target sequence (O75030 whole entry, looked up): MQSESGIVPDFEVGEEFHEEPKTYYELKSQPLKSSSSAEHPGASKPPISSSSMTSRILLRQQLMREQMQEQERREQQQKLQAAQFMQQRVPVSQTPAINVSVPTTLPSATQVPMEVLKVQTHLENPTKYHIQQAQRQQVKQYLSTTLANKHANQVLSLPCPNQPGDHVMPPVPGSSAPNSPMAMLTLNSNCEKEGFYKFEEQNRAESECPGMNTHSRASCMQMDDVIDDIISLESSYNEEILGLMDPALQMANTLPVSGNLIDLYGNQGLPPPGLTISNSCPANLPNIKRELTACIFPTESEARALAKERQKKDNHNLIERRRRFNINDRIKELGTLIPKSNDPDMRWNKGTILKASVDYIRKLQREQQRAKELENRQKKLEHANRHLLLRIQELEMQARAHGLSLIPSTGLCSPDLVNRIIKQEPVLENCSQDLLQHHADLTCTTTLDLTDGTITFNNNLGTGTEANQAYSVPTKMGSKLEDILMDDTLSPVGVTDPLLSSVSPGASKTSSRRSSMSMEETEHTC
# GPR151 activ: activators of human GPR151, primary screen, cell-based, PathHunter beta-arrestin, luminescence; activation, % at 11.2 µM; PathHunter beta-arrestin GPR151 cells; hit rate 1% among 650,000; G-protein coupled receptor 151 (Homo sapiens), Q8TDV0; in the data active means activation above about 4.9%;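 further: 0% = median of compound wells and 100% = cells with positive control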
# Target sequence (Q8TDV0 whole entry, looked up): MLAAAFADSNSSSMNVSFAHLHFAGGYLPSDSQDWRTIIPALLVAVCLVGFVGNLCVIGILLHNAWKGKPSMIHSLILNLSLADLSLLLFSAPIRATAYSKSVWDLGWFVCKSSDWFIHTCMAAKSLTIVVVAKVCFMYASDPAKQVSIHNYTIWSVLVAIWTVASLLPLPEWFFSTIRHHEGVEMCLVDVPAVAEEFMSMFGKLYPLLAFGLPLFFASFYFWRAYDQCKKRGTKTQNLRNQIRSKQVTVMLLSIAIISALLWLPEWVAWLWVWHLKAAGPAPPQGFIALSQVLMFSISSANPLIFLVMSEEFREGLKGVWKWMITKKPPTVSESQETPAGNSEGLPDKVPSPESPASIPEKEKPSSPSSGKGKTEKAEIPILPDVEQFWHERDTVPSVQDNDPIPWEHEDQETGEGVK
# An asterisk follows results filed as active.
# Order of values – FBW7 activator | TEAD-YAP block | MITF inh | GPR151 activ
COCCOC(=O)C1=C(C)NC2=C(C(=O)CC(c3cccs3)C2)C1c1cccc(OC)c1 (stereo not given)
→ 0.1 | 14 | -9 | -1.1
BrC(=C(c1ccccc1)c1ccccc1)c1ccccc1
→ -0.1 | -1 | -2 | -1.3
CCOC(=O)C1=C(O)/C(=C/c2ccc(OCc3ccc(F)cc3)cc2)SC1=Nc1ccc(C)cc1
→ 0.1 | 3 | 9 | -1.1
Cc1cc(C)n(-c2nc3c(c(=O)n(C)c(=O)n3C)n2Cc2cccc(Br)c2)n1
→ 0.2 | 2 | 0 | -0.7
COC(=O)Cn1cc(S(=O)(=O)NC2CCCCCC2)c2cc([N+](=O)[O-])ccc21
→ 0.5 | 12 | 0 | 1.2
Cc1ccc(SCC(=O)Nc2ncc(S(=O)(=O)c3ccc([N+](=O)[O-])cc3)s2)cc1
→ 0.0 | -8 | 12 | -0.8
CC(C)(C)C(=O)N1CCCC(c2c(S(C)(=O)=O)cnc3ncnn23)C1 (stereo not given)
→ 0.1 | 2 | 2 | 0.1
O=C(CSc1nc2c([nH]c3ccccc32)c(=O)n1-c1ccc(F)cc1)N1CCCCC1
→ -0.2 | -6 | -9 | -0.5
Cc1ccc(CCNC(=O)CN2CC(c3ccccc3)CC2=O)cc1 (stereo not given)
→ 0.0 | 4 | 4 | -1.1
CC(=O)c1ccc(Oc2c(Cl)cccc2[N+](=O)[O-])cc1
→ -0.1 | 3 | 16 | 0.3
COc1ccc(NC(=O)C(CC(C)C)N2C(=O)c3ccccc3C2=O)cc1 (stereo not given)
→ 0.1 | -1 | 4 | -1.2
O=C(NCCCc1ccccc1)C1CCCN(c2nnc(N3CCCC3=O)s2)C1 (stereo not given)
→ 1.2 | -2 | 14 | -0.8
O=[N+]([O-])c1cccc(/C=C/c2nc(C=Nc3ccccc3)c(O)o2)c1
→ 0.9 | 0 | 17 | -0.9
COc1ccc(C2(C(=O)NC(C)c3nc(-c4ccncc4)n[nH]3)CCCC2)cc1 (stereo not given)
→ -0.2 | 6 | -11 | -1.5
CCOc1cc(/C=C2/C(=N)N3C(c4ccccc4)=CSC3=NC2=O)ccc1OCCOc1c(C)cccc1C
→ -0.1 | 18 | -4 | -0.9
O=C(NCc1cccnc1)c1cnc(N2CCOCC2)s1
→ 0.2 | -1 | 5 | -1.2
CCSc1nc(-c2ccccc2)nc2c1CCCC2
→ 0.3 | 9 | 8 | -0.6
O=S(=O)(c1ccc2nnn(O)c2c1)N1CCOCC1
→ 0.1 | -1 | 0 | 0.0
OCCCn1c(-c2ccccc2)csc1=Nc1cccc(Cl)c1
→ 0.1 | -6 | 22 | 1.4
COc1cccc(CC2(CO)CCN(C(=O)CCc3cccs3)CC2)c1
→ 0.8 | -17 | 6 | 1.7
CC(NCC(O)COCCOc1ccc(Cl)cc1)c1ccccc1 (stereo not given)
→ 0.0 | 13 | 2 | -1.6
Cc1ccc2[nH]c3c(c2c1)CCNC31CCN(C(=O)Nc2ccccc2)CC1
→ -0.7 | -7 | 0 | -0.8
CCc1ccc(NC(=O)CSc2nn3c(=O)c(C)nnc3s2)cc1
→ -1.8 | 11 | 18 | 0.0
COc1cc2c(-c3ccccc3)nc3c(c(C)nn3-c3ccccc3)c2cc1OC
→ 0.1 | -11 | 4 | 0.4
Cc1nn2c(=O)c3ccc(C(=O)NCc4ccc(F)cc4)cc3nc2s1
→ 0.5 | 8 | 9 | 0.1
CC1(C)CC(=O)C2=C(C1)NC(=O)NC2c1ccccc1Cl (stereo not given)
→ 0.6 | 0 | 10 | -1.0
Cc1cc(NC(=O)CC2Sc3ccccc3NC2=O)no1 (stereo not given)
→ 0.5 | 6 | -7 | 0.1
CCOC(=O)C1(CCOc2ccccc2)CCN(CCCn2cccn2)CC1
→ 0.0 | 2 | -9 | -1.7
CCOc1ccc(/C=C2\Oc3c(ccc(O)c3CN3CCN(CCO)CC3)C2=O)cc1
→ -0.2 | -6 | -8 | -0.6
COc1ccccc1C(=O)Oc1coc(CSc2ncccn2)cc1=O
→ -0.3 | 8 | 1 | 0.0
COc1ccc(-n2c(SCC(=O)NCCc3ccc(S(N)(=O)=O)cc3)nc3n[nH]c(C)c3c2=N)cc1
→ 0.2 | 2 | -5 | 0.3
OC(CN1CCN(C(c2ccccc2)c2ccc(Cl)cc2)CC1)Cn1c2ccccc2c2ccccc21 (stereo not given)
→ 0.2 | -4 | -1 | 3.1
CCOC(=O)C1=C(N)OC2=C(C(=O)CCC2)C1c1ccc(Cl)c(Cl)c1 (stereo not given)
→ 0.0 | -2 | 0 | -2.2
COc1cc(C(C)=O)ccc1OCC(=O)Nc1ccc(C)c(F)c1
→ 0.4 | -33 | 5 | 1.2
O=[N+]([O-])c1ccc(N2CCCCC2)nc1/N=c1\ccc(Br)cn1O
→ -0.1 | -5 | -5 | 1.0
O=C(/C=C/c1ccc(Cl)cc1)Nc1ccccc1O
→ -0.1 | -9 | -7 | -9.8
c1ccc(CNc2ncnc3ccccc23)cc1
→ -0.3 | 51* | -11 | -0.5
O=C(/C=C/c1cccc([N+](=O)[O-])c1)Nc1cc2c(ccc3ccccc32)oc1=O
→ 0.0 | -6 | 1 | 1.1
O=C(CCc1nnc(-c2ccc3c(c2)OCO3)o1)N1CCc2c([nH]c3ccccc23)C1
→ 0.3 | 0 | 14 | -0.6
C/C(CC(=O)Nc1ccc(N(C)C)cc1)=N\NC(=O)Cc1csc(N)n1
→ -1.7 | 15 | 23 | 3.2
COc1ccc(C2C3=C(CC(c4ccccc4)CC3=O)Nc3ccccc3N2C(=O)CCC(=O)O)cc1 (stereo not given)
→ 0.0 | 5 | 15 | -0.5
CCS(=O)(=O)c1ccc2oc(Nc3ccccc3Cl)nc2c1
→ 0.0 | -34 | 0 | -9.5
COc1ccc(C(=O)Nc2nnc(SCC(=O)N(C(C)C)C(C)C)s2)cc1
→ 0.1 | -42 | 1 | 0.1
Cc1ccccc1C(=O)N1CCC(n2nccc2NC(=O)C2CC2)CC1
→ -0.1 | -12 | -4 | 0.1
COc1ccc2c(c1)CC(C(=O)Nc1ccc(-c3cn[nH]c3)cc1OCC(N)=O)CO2 (stereo not given)
→ 0.0 | 3 | 53* | -0.4
O=C(NCCc1nnc2n1CCN(Cc1ccccc1O)CC2)c1ccoc1
→ -0.1 | -5 | 8 | 0.4
Cn1cc(C(=O)NCCc2ccccc2)c(=O)c2cc(S(=O)(=O)N3CCCC3)ccc21
→ -0.1 | 11 | -1 | 0.8
NC(=O)c1c(NC(=O)c2nc(-c3ccccc3)n(-c3ccccc3)n2)sc2c1CCC2
→ 0.0 | -3 | -1 | 0.1
Cc1nn(-c2ccccn2)c(C)c1Oc1ccccc1O
→ 0.2 | -5 | 12 | -1.4
Cc1cc(C(=O)N2CCC(C(=O)NC(c3ccccc3C)c3ncccc3C)CC2)no1 (stereo not given)
→ 0.2 | 1 | 5 | 0.2
Cc1ccc(S(=O)(=O)N2CCCC2C(=O)NC(C)C)cc1 (stereo not given)
→ 0.0 | 0 | 5 | 1.6
COc1ccccc1NC(=O)CSC(=NC#N)SCC(=O)Nc1ccccc1OC
→ 0.2 | 3 | -8 | -0.3
COCCNC(=O)c1cnn2c1NC(c1ccc(OC)cc1)CC2C(F)(F)F (stereo not given)
→ 0.1 | -6 | 8 | 0.0
CCCC(=C1C(=O)CC(c2ccccc2)CC1=O)N1CCCC1 (stereo not given)
→ 0.1 | 5 | 11 | -0.1
COc1ccc(-c2cc(C(F)(F)F)n3ncc(C(=O)Nc4sc5c(c4C#N)CCC(C)C5)c3n2)cc1OC (stereo not given)
→ -0.1 | -22 | 2 | 1.1
Cc1cccc(NC(=O)CC(NCCCN(C)C)C(=O)O)c1 (stereo not given)
→ -0.1 | 2 | 9 | -0.5
O=C1c2ccc3c4c(c(Nc5ccccc5)cc(c24)C(=O)N1c1ccccc1)C(=O)N(c1ccccc1)C3=O
→ 0.1 | 4 | 14 | 0.0
Cc1cc(CN(C)C(=O)CC2C(=O)NCCN2Cc2cccc(Oc3ccccc3)c2)n[nH]1 (stereo not given)
→ 0.1 | 8 | 9 | -0.1
CSc1nc2sc3c(c2c(=O)n1-c1ccccc1)CCC3
→ -0.1 | 5 | 7 | 1.3
COc1ccc(CN(C)C(=O)c2ccc(=O)[nH]c2)cc1
→ 0.0 | 4 | 0 | -0.4

# Continuation:
# Order of values – FBW7 activator | TEAD-YAP block | MITF inh | GPR151 activ
CC(COc1ccccc1)N1CCC(n2nccc2NC(=O)c2ccc3c(c2)OCO3)CC1 (stereo not given)
→ -0.1 | 0 | -5 | -1.0
c1ccc(-n2nnnc2SSc2nnnn2-c2ccccc2)cc1
→ -0.2 | 5 | 11 | -1.0
O=C(Nc1c2c(nn1-c1ccc(F)cc1)CS(=O)(=O)C2)c1ccc([N+](=O)[O-])cc1
→ 0.6 | 13 | 10 | -0.7
CCOc1ccc(NC(=O)CNC(=O)c2ccc(OC)c(OC)c2)cc1
→ -0.1 | 10 | -1 | -0.4
Cc1ccc(Cl)cc1S(=O)(=O)N1CCC(C(N)=O)(N2CCCCC2)CC1
→ 0.6 | 17 | 1 | -2.2
CC(c1ccco1)N(C(=O)c1ccc([N+](=O)[O-])cc1)c1ccccn1 (stereo not given)
→ 0.0 | 3 | 11 | 2.0
OCCCNc1cc(-c2ccccc2F)nc(-c2cccnc2)n1
→ -0.2 | 10 | 8 | 0.3
CCOC(=O)c1sc2nc(SCc3ccc(OC(F)(F)F)cc3)n(CCC3=CCCCC3)c(=O)c2c1C
→ 0.0 | -3 | -18 | -0.4
NS(=O)(=O)c1ccc(NC(=O)COc2ccc(Cl)cc2Cl)cc1
→ -0.2 | -5 | 1 | 0.7
COc1ccc2c(CNC3CCCCCC3)c(C(=O)O)n(C)c2c1
→ 0.1 | 5 | 3 | -1.3
S=c1[nH]ccn1-c1cccc(Cl)c1
→ 0.0 | 0 | 8 | -1.0
N#Cc1cc(C#N)c(SCCN2CCOCC2)nc1N
→ 0.5 | -8 | 14 | -0.2
CC(C)(CN1CCN(c2ccccc2)CC1)NS(=O)(=O)c1ccc(Cl)cc1
→ -0.2 | 4 | -15 | -0.5
Cc1ccc(CN2CCNC(=O)C2CC(=O)N(C)CCN2CCc3ccccc3C2)o1 (stereo not given)
→ -0.1 | 0 | -5 | -0.8
CC(C(=O)NC(C)(C)C)N(Cc1cccs1)C(=O)CCN1CCc2ccccc21 (stereo not given)
→ 0.0 | -3 | 16 | -0.4
CCCCCCNC(=O)c1cc(Sc2ccc(F)cc2)nc2ccccc12
→ 0.1 | 0 | 6 | 0.6
Cc1cc(OCC(=O)Nc2cccnc2)cc(C)c1Br
→ 0.0 | 3 | 5 | -1.6
O=c1c(Oc2ccccc2)c(C(F)(F)F)oc2c3c(ccc12)OCO3
→ 0.0 | -19 | 4 | 0.6
O=C(CNC(=O)c1ccccc1Br)N/N=C/c1cccc(O)c1
→ 0.6 | 5 | 5 | -0.2
O=C(N/N=C/c1ccc(O)cc1O)c1cc2ccccc2cc1O
→ -0.7 | 67* | 4 | -0.5

# Some of the entries so far, as labelled records.
Cc1cc(OCC(=O)Nc2cccnc2)cc(C)c1Br
- FBW7 activator: 0.0
- TEAD-YAP block: 3
- MITF inh: 5
- GPR151 activ: -1.6

O=c1c(Oc2ccccc2)c(C(F)(F)F)oc2c3c(ccc12)OCO3
- FBW7 activator: 0.0
- TEAD-YAP block: -19
- MITF inh: 4
- GPR151 activ: 0.6

O=C(CNC(=O)c1ccccc1Br)N/N=C/c1cccc(O)c1
- FBW7 activator: 0.6
- TEAD-YAP block: 5
- MITF inh: 5
- GPR151 activ: -0.2

# Further records
# Order of values – FBW7 activator | TEAD-YAP block | MITF inh | GPR151 activ
O=[N+]([O-])c1ccc(NC(=S)NCCc2ccccn2)cc1
→ 0.1 | -16 | 2 | -0.3
CC(=O)c1ccc2c3c(cccc13)C(=O)N(C)C2=O
→ -0.1 | -1 | 7 | 0.1
O=C(Nc1ccccc1Br)c1cc(S(=O)(=O)NCc2ccccc2Cl)ccc1F
→ 0.0 | 5 | -3 | 0.1
CSc1ncc(C(=O)Nc2ccc(Cl)cc2)c(C)n1
→ 0.7 | -7 | 1 | -0.7
CC1(c2ccc3ccccc3c2)NC(=O)N(CC(=O)Nc2ccc3c(c2)CCC3)C1=O (stereo not given)
→ 0.0 | 16 | -10 | -1.1
c1ccc2sc(N3CCN(c4nc5cc6c(cc5s4)OCCO6)CC3)nc2c1
→ 0.0 | 1 | 8 | 0.2
CCOc1ccc(-n2nc(C(=O)NCc3cccnc3)c3ccccc3c2=O)cc1
→ 0.0 | 5 | 8 | -0.5
O=C(O)c1ccc(Sc2ccncc2)cc1
→ -0.1 | -1 | -10 | -1.5
COc1cccc(Cn2c(NCc3ccco3)nc3c2c(=O)n(C)c(=O)n3C)c1
→ -0.1 | 40* | 8 | 1.3
Cc1ccc2cc(CN(CC3CCCO3)C(=O)NC3CCCCC3)c3nnnn3c2c1 (stereo not given)
→ -0.1 | -3 | 11 | 0.4

# Just MITF inh, for some of the entries so far:
SMILES | MITF inh
c1ccc2sc(N3CCN(c4nc5cc6c(cc5s4)OCCO6)CC3)nc2c1 | 8
O=[N+]([O-])c1ccc(NC(=S)NCCc2ccccn2)cc1 | 2
CC(=O)c1ccc2c3c(cccc13)C(=O)N(C)C2=O | 7
O=C(Nc1ccccc1Br)c1cc(S(=O)(=O)NCc2ccccc2Cl)ccc1F | -3
CSc1ncc(C(=O)Nc2ccc(Cl)cc2)c(C)n1 | 1
